# Source: PubChem (IUPUI and University of Michigan)
# ST2 inh – IL1RL1 inhibition; Q01638; AlphaLISA ST2-Fc/biotin-IL-33 interaction, 1 h; inhibition, % for hits at 17 µM; actives 2.3% (n = 78,000); in the data active = inhibition above about 30%; inconclusive = mostly about 10% to 28%
# Target sequence (Q01638 whole entry, looked up): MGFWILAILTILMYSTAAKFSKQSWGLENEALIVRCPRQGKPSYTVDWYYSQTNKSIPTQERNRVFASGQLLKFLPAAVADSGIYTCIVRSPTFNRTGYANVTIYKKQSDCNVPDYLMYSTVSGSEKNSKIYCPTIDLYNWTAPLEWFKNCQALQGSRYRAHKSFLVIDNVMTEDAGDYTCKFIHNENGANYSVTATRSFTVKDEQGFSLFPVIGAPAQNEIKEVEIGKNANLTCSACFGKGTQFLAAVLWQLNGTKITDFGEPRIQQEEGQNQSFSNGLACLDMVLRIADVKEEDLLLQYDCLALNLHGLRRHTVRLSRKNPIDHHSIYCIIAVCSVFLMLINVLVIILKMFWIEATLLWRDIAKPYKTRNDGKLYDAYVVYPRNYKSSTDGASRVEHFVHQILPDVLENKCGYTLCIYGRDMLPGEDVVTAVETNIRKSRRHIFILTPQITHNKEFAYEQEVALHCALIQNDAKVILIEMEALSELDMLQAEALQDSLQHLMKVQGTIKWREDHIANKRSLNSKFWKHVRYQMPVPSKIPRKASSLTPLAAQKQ
# * hit, by the source's call; i = inactive; ? = inconclusive. The list is partial; the hit share may differ from the screen's.
# The opening 7 compounds (preview)
molecule	ST2 inh
O=C(Nc1ccc(F)cc1F)C12C[C@@H]3C[C@@H](CC(Br)(C3)C1)C2	i
N#Cc1ccc(C(=O)Nc2ccc3n(c2=O)C[C@H]2C[C@@H]3CN(C(=O)c3ccccn3)C2)cc1	?
O=C(C1CCCC1)N1CCN=C1SCc1ccc(Cl)cc1	i
CCC(C)NC(=O)CCS(=O)(=O)c1ccc(Br)s1 (centres undefined)	i
COc1nc(-c2ccncc2)nc2ccccc12	i
Cc1cccc(C)c1OCC(O)CN1C(C)CCCC1C (centres undefined)	i
Cc1nc2cc(S(=O)(=O)N(C)C)ccc2n1-c1ccccc1	i

# The whole of this part, from the first entry:
molecule	ST2 inh
O=C(Nc1ccc(F)cc1F)C12C[C@@H]3C[C@@H](CC(Br)(C3)C1)C2	i
N#Cc1ccc(C(=O)Nc2ccc3n(c2=O)C[C@H]2C[C@@H]3CN(C(=O)c3ccccn3)C2)cc1	?
O=C(C1CCCC1)N1CCN=C1SCc1ccc(Cl)cc1	i
CCC(C)NC(=O)CCS(=O)(=O)c1ccc(Br)s1 (centres undefined)	i
COc1nc(-c2ccncc2)nc2ccccc12	i
Cc1cccc(C)c1OCC(O)CN1C(C)CCCC1C (centres undefined)	i
Cc1nc2cc(S(=O)(=O)N(C)C)ccc2n1-c1ccccc1	i
CC(C)(C)SCCNC(=O)c1ccc(Br)cc1	i
O=C(Nc1c2c(nn1-c1cccc(Cl)c1)CS(=O)C2)c1cccc(F)c1 (centres undefined)	i
O=C(CSc1nnc(Cc2cc(=O)[nH]c(=O)[nH]2)n1-c1ccccc1)Nc1ccccc1	?
COc1ccccc1N1CCN([C@@H]2[C@H](O)[C@H](CO)O[C@@H]2CNC(=O)c2ccccc2)CC1	i
COc1ccc2nc3oc(C(=O)N(C)c4ccc(Cl)cc4)cc3cc2c1	i
CC(=O)Oc1ccc(C2C(C#N)=C(N)Oc3n[nH]c(C)c32)cc1 (centres undefined)	i
CCOc1ccc(C2(C)CC(=O)NC(=O)N2)cc1 (centres undefined)	?
COc1ccc(C(=O)Nc2sc3c(c2C#N)CC(C)(C)NC3(C)C)cc1	i
O=C(Nc1ccc(Br)cc1)c1ccc(Cl)c(S(=O)(=O)N2CCCCCC2)c1	i
COc1ccccc1N1C(=O)C2C(C(C)=O)=NN(c3ccc(Br)cc3)C2C1=O (centres undefined)	i
Cc1nc2c(NCC3(COc4ccccc4)CC3)ncnc2o1	i
CC(C)SCCN1Cc2ncccc2C1=O	i
Cc1ccc(S(=O)(=O)c2nc(-c3ccco3)oc2SCC(N)=O)cc1	i
CCC(=O)Nc1cc2nn(-c3ccc(OC)c(Cl)c3)nc2cc1C	i
Cc1ccc(C2N(c3nccs3)C(=O)C3CCCN32)cc1 (centres undefined)	i
CC(C)CN1CC[C@H](c2nc3ncccc3[nH]2)C1	i
Cc1ccc(C2NC(=O)c3c(sc4c3CCN(C)C4)N2)c(O)c1 (centres undefined)	i
O=C(Nc1cc(C(=O)N2CCC[C@H]2CO)c2c(c1)ncn2C1CCCC1)c1ccccc1	i
Cc1oc(-c2ccc(Cl)cc2)nc1CSCC(=O)N1CCC2(CC1)OCCO2	?
COc1ccc(C2CC(c3ccccc3C)n3nc(N)nc3N2)cc1 (centres undefined)	i
O=C1NN(c2ccccc2)C(=O)/C1=C/c1cc(Cl)c(O)c(Cl)c1	?
Cc1ccc(NC(=O)c2ccc(C(C)(C)C)cc2)cc1	i
O=C(CSc1nnc2c(n1)[nH]c1ccccc12)N1CCCc2ccccc21	?
Cc1cc(NC(=O)c2cccc(F)c2)nc2c1c(=O)oc1ccccc12	i
Cc1cc(-c2ccc(C)o2)c(C#N)c(SCC(N)=O)n1	i
Cc1ccc(CN2CCSc3ccc(C(=O)N4CCN(c5ncccn5)CC4)cc32)cc1	i
COc1c(Cl)cc(C(=O)Nc2nc3ccccc3s2)cc1Cl	?
O=C(C#Cc1ccccc1)C#Cc1ccccc1	?
CC1=C(C#N)c2nc(N)c(C#N)c(C)c2/C1=C\c1ccccc1[N+](=O)[O-]	i

# Shown field by field: entries from further up
O=C(Nc1cc(C(=O)N2CCC[C@H]2CO)c2c(c1)ncn2C1CCCC1)c1ccccc1
  ST2 inh = i

Cc1oc(-c2ccc(Cl)cc2)nc1CSCC(=O)N1CCC2(CC1)OCCO2
  ST2 inh = ?

# Later entries
molecule	ST2 inh
O=C(Nc1ccccc1C(=O)NCC1CCCO1)c1cccc(I)c1 (centres undefined)	i
CCN(c1nc(N)c(C(=O)N=C(N)N)nc1Cl)C(C)C	?
CCN(CC)c1cc(C)c2cc(NC(=O)c3cccs3)ccc2n1	i
CC(C)N(C(=O)Cn1c(COc2ccccc2)nc2ccccc21)c1ccccc1	i
CCOCCCNS(=O)(=O)c1ccc(OCC)c2ncccc12	i
COC(=O)c1cc2n(n1)CCN(Cc1nc3ccccc3n1C(C)C)C2	i
CCOc1ccc(C(=O)Nc2c3c(nn2-c2cccc(Cl)c2)CS(=O)C3)cc1 (centres undefined)	i
Cc1ccc(N2NC(=O)/C(=C/c3cccc([N+](=O)[O-])c3)C2=O)cc1Cl	i
CCN(CC)CCCNC(=O)C1CCC(=O)N1Cc1ccc(C)cc1 (centres undefined)	i
COc1ccccc1Cn1c(CNS(=O)(=O)c2ccc(F)c(Cl)c2)nc2cccnc21	?
CCOc1cc2c(cc1OCC)C(c1nc(CC)[nH]c1C)NCC2 (centres undefined)	i
CCc1nc(-c2nccn2CCSc2nccn2C)c(C)[nH]1	i
COc1ccc(OC)c(-c2nccn2-c2ccc3nc(C)[nH]c3c2)c1	?
Cc1nc(-c2ccccc2O)n(-c2ccccc2)n1	?
COc1ccc(C2CC(=O)C3=C(C2)OC(N)=C(C#N)C3c2ccccc2F)cc1 (centres undefined)	i
Cc1ccc(C)c(N2CCN(S(=O)(=O)c3c(C)[nH]c(=O)[nH]c3=O)CC2)c1	i
COc1cc(C(=O)Nc2nnc(N=Cc3ccc([N+](=O)[O-])s3)s2)cc(OC)c1OC	i
COc1cc(OC)c(OC)cc1CN1CCN(C/C=C/c2ccccc2)CC1	i
COC(=O)c1cc2c(s1)CN(C1CCCCCCC1)C2	?
CCc1ccccc1-c1ncnc2[nH]ccc12	?
CC1(C)COCN1S(=O)(=O)c1ccc(C(=O)Nc2nnc(-c3cccs3)o2)cc1	i
CCOCCCNC(=O)c1cn(CC)c2ccc(S(=O)(=O)N3CCOCC3)cc2c1=O	i
O=C1c2ccc(Br)cc2C(=O)N1CO	i
Cc1cc([N+](=O)[O-])c(NCC(C)O)cc1N (centres undefined)	i
CCN(CC)C(=O)Cn1cnc2sc(C(=O)NCC(=O)OC)c(C)c2c1=O	i
O=C(O)CCS(=O)(=O)c1ccc(Cl)c(Cl)c1	i
CNCCC(Oc1ccccc1OC)c1ccccc1 (centres undefined)	?
C=C(C)COc1ccc(C(=O)NCC(C)n2cncn2)cc1 (centres undefined)	?
Cn1c(=O)[nH]c(=O)c2c1nc(CN1CCOCC1)n2Cc1ccccc1F	i
COc1ccc(N2C(=O)C3CCCN3C2c2ccc(F)cc2)cc1Cl (centres undefined)	i
CCCC(=O)Nc1cccc(C(=O)NCc2cc(-c3ccccn3)no2)c1	i
CCOc1ccc(Cn2c(CNS(=O)(=O)c3ccc(CC(C)C)cc3)nc3cccnc32)cc1	i
N#Cc1ccccc1S(=O)(=O)N1C[C@@H]2C[C@H](C1)c1c(-c3cc4ccccc4s3)ccc(=O)n1C2	i
CN(C)S(=O)(=O)c1ccc(C(O)=C2C(=O)C(=O)N(Cc3cccnc3)C2c2ccccc2)cc1 (centres undefined)	i
CCOC(=O)C1=C(C)N(Cc2ccccc2)C(=O)NC1c1ccccc1F (centres undefined)	i
COc1cc(OC)c(OC)cc1C=C1C(=O)OC(C)(c2ccccc2)OC1=O (centres undefined)	i
COC(=O)c1ccc(OC)c(-n2ccnc2C(C)C)c1	i
COc1ccc(CCNC(C)=O)cc1	i
COc1ccc(Cn2c(=O)[nH]c3cc(C(=O)O)ccc3c2=O)cc1	i
COc1cccc(Cn2c(CNC(=O)c3ccc(Br)o3)nc3cccnc32)c1	i
O=C(COc1ccc2c3c(c(=O)oc2c1)CCC3)c1ccccc1	i
O=C(CCS(=O)(=O)c1cccc2nsnc12)Nc1ccc(F)c(F)c1	i
COC(=O)Oc1ccc2c(=O)c(Oc3ccccc3Cl)coc2c1	i
N#Cc1c(NC(=O)c2cc(C3CC3)on2)sc2c1CCC2	i
O=C(C1CCCCC1)N1CCN(c2ccccc2F)CC1	?
Cc1nc(CN(C)Cc2cccc(C(=O)Nc3cccnc3)c2)cs1	?
CCc1ccc(OCCNC(=O)OC)cc1	i
O=C(O)C(=O)N1C[C@@H]2C[C@H](C1)c1ccc(NS(=O)(=O)c3cccc(C(F)(F)F)c3)c(=O)n1C2	i

# Retrieved by compound from above:
molecule	ST2 inh
CCOCCCNS(=O)(=O)c1ccc(OCC)c2ncccc12	i
COC(=O)Oc1ccc2c(=O)c(Oc3ccccc3Cl)coc2c1	i
Cn1c(=O)[nH]c(=O)c2c1nc(CN1CCOCC1)n2Cc1ccccc1F	i

# The results go on.
molecule	ST2 inh
Cc1ccc(-n2nc3ccc(NC(=O)COc4ccccc4)cc3n2)cc1Cl	i
CCCC1CC(CSc2nc3ccccc3[nH]2)OC1=O (centres undefined)	i
CCn1cc(S(=O)(=O)N2CCN(c3cc(-c4ccc(OC)cc4)ncn3)CC2)cn1	i
O=C(Nc1nc2ccccc2s1)c1ccc(S(=O)(=O)N2CCOCC2)cc1	i
CSc1cccc(CN(C)C(=O)[C@H](N)CC(C)C)c1	i
COc1ccc(-c2cncnc2)c(C)c1	?
CCCCNC(=O)CCC(=O)Nc1ccc2nc(N3CCOCC3)cc(C)c2c1	i
O=C(NC1CCCCC1)c1cc(-c2ccco2)on1	i
CC(C)c1ccc(Nc2c(-c3ccc(O)cc3)nc3cnccn23)cc1	i
CCOC(=O)C1CCN(C(c2ccccc2)c2sc3nc(C)nn3c2O)CC1 (centres undefined)	i
O=C(NCc1ccc2c(c1)OCO2)c1ccccc1I	i
O=[N+]([O-])c1ccccc1S(=O)(=O)Nc1ccccc1Br	?

# Remaining list, next part
canonical_smiles	ST2 inh
Cc1ccc(CNC(=O)c2oc3ccc(S(=O)(=O)N4CCOCC4)cc3c2C)cc1	i
CCCn1cc(SCC(=O)Nc2nnc(C)s2)c2ccccc21	i
CCN(C(=O)Cn1c(=O)n(CC2CCC(C(=O)NC)CC2)c(=O)c2sccc21)c1ccccc1 (centres undefined)	i
Cc1cccc(C2=N/C(=C\c3sccc3C)C(=O)O2)c1	37%*
COc1ccc(Cl)cc1NC(=O)Cc1cn(C)c2ccccc12	i
Cc1cc(CN(C)C(=O)C2CCN(c3nc(C)c4cc(C(C)C)ccc4n3)CC2)on1	i
O=C(N[C@@H]1CNCCC[C@H]1O)c1ccc(OCCN2CCOCC2)cc1	i
CN1C(=O)C(O)(CC(=O)c2cccc([N+](=O)[O-])c2)c2ccccc21 (centres undefined)	i
CCC(C)n1c(=N)c(C(=O)NC2CCCC2)cc2c(=O)n3ccccc3nc21 (centres undefined)	i
CCc1noc(CN(CC)C(=O)c2cn(Cc3ccc(F)cc3)nn2)n1	?
CCOc1ccccc1OCCCN1CCNCC1	i
COc1ccccc1C(=O)N/C(=C\c1ccc2c(c1)OCO2)C(=O)NCCCCCC(=O)O	i
CC(C)Cc1cc(C(=O)N[C@@H]2c3ccccc3C[C@@H]2O)n(C)n1	i
O=C1NC(=O)/C(=C\c2ccc(OCc3ccccc3)cc2)S1	?
Cc1ccc2c(c1)c(CNC(=O)c1coc(COc3ccccc3)n1)nn2C	?
COc1ccc(CNc2ccc3c(c2)ncn3-c2ccccc2)cc1	i
COc1cccc(Nc2nc(Cl)ccc2[N+](=O)[O-])c1	?
COc1ncc(-c2cc(NCCN(C)C)nc3[nH]ccc23)c(OC)n1	i
Cc1cccc(N2CCN(C(=O)NC3CCCCC3)CC2)c1C	i
CCOC(=O)c1c(N)sc2c1CCCCC2	i
COc1ccccc1CN1CCN(C(=O)c2ccco2)CC1	i
Cc1ccc(C)c(NC(=O)CCNC(=O)c2cnn3cc(C)cnc23)c1	?
CN1CCN(CCOCCOc2ccc(Cl)c(Cl)c2)CC1	i
COc1cccc(NC(=O)CN2CCN(Cc3ccc(F)cc3Cl)S2(=O)=O)c1	i
CC(=O)c1cccc(Nc2ncnc3ccc(Br)cc23)c1	i
Cc1nn(CCCC(=O)Nc2cnn(Cc3ccc(Cl)cc3Cl)c2)c(C)c1[N+](=O)[O-]	i
COc1ccc(N(C(C)C(N)=O)S(C)(=O)=O)cc1 (centres undefined)	i
CCNC(=O)C1CCN(C(=O)CCSCc2ccc(F)cc2)C1 (centres undefined)	?
c1ccc(CN2CCN(c3ccccn3)CC2)cc1	i
Cc1nc2cccnc2n1C1CCN(C(=O)Nc2ccccc2C(F)(F)F)CC1	?
Cc1sc2nc(SCC(=O)c3ccc(O)c(O)c3)[nH]c(=O)c2c1C	i
CN(C1CCCCC1)S(=O)(=O)c1ccc2c(c1)CCC(=O)N2	i
COc1ccc(C2C=C(Nc3ccccc3)C(=O)N2c2ccccc2)c(OC)c1 (centres undefined)	i
CCO[C@H]1COC[C@@H]1NC(=O)C1(Oc2cccnc2C)CCNCC1	i
c1ccc(-c2nnc(-c3ccccn3)nc2-c2ccccc2)cc1	i
Cc1cc(C(=O)Nc2cnn(Cc3ccc(Cl)cc3Cl)c2)no1	i
CCc1nc(C)c(C(=O)N2CCC(O)(CN(C)C)C2)o1 (centres undefined)	i
CCN(CC)C(=O)c1sc(NC(=O)c2ccncc2)c(C(=O)OC)c1C	i
O=C1CC(c2ccc(O)cc2)Oc2cc(O[C@@H]3O[C@H](CO)[C@@H](O)[C@H](O)[C@H]3O)cc(O)c21 (some centres undefined)	i
CN(C)CCN(C)Cc1ccc(Cl)cc1	i
CSc1nc2c(sc3ccccc32)c(=O)n1CC1CCCO1 (centres undefined)	i
CC(C)(C)c1ccc(/C=C/C(=O)NCc2cccnc2)cc1	i
